High-throughput results from PubChem BioAssay.
ABHD5 PLIN5 PPI = blocks binding of human ABHD5 to perilipin-5 | Q00G26+Q8WTS1 | Split G. princeps luciferase complementation, luminescence, 4 h | inhibition, % at 4 µM | 0.78% of 360,000 active | AID 602281;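 active = inhibition above the mean inhibition across every tested compound plus 3 SD, cut at about 22% in these data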;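 also: 0% = DMSO only wells and the 100% control is not disclosed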
Glyco luc inh = blocks N-linked glycosylation in D54 reporter cells; AID 588692; reporter increase, % at 12.5 µM; D54 ERlucT glycosylation luciferase reporter, 24 h; percent of 100 nM tunicamycin response; 0.23% of 360,000 active;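 active = mean luciferase reporter signal, scaled so untreated is 0 and the glycosylation-blocking control 100, at or above a set limit in every replicate; inconclusive = mean reaches the limit but not every replicate does; inactive = mean below the limit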;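 also: luciferase carries N-glycosylation sites so blocking glycosylation raises the light; 0% = median of neutral control wells and 100% = median of 100 nM tunicamycin wells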
TLR9-MyD88 block = TLR9-MyD88 interaction inhibition; 0.21% of 340,000 active; inhibition, % at 4.98 µM; CHO BLA complementation TLR9-MyD88, CCF4 FRET ratio;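 active = inhibition above the mean over all tested compounds plus 3 SD, cut at about 21% in these data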;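 also: 0% = DMSO only wells and 100% = clavulanate BLA inhibitor control wells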
MC4R antagonist = antagonists of human melanocortin 4 receptor (MC4R) | P32245 | MC4R-expressing cells, MTII-stimulated cAMP, LANCE TR-FRET | inhibition, % at 6.5 µM | 0.48% of 360,000 active | AID 540295;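 active = inhibition above its plate's cutoff, the mean of tested wells on that plate plus 3 SD, cut at about 29% in these data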;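 also: 0% = Melanotan II alone and 100% = Melanotan II plus saturating MCL0020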
Target sequence (P32245 whole entry, looked up): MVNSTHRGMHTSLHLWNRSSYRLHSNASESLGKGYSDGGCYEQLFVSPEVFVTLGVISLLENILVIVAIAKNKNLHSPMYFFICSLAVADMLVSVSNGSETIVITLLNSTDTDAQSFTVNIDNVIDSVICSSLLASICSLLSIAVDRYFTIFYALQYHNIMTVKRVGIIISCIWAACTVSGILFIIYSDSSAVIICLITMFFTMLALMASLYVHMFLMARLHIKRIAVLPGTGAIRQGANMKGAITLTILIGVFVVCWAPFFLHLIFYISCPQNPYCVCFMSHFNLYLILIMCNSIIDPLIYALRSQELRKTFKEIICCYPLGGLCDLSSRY
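System: U2OS cells stably expressing human melanocortin 4 receptor (MC4R). Reagent: Melanotan II challenge after compound preincubation. Doses: 6.5 µM. Times: 30-min compound, 1-h challenge, 1-h detection, room temperature. Measured by: TR-FRET with Eu-cAMP and labeled anti-cAMP, 671 nm. Replicates: singlicate.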
NOD2 RIPK2 PPI = blocks binding of human NOD2 to RIPK2 | O43353 | CHO BLA complementation NOD2-RIPK2, CCF4 ratio | inhibition, % at 4.98 µM | 0.38% of 360,000 active | AID 624267; in the data active = inhibition above about 21%;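 also: 0% = vehicle only and 100% = reference blocker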
Target sequence (O43353 whole entry, looked up): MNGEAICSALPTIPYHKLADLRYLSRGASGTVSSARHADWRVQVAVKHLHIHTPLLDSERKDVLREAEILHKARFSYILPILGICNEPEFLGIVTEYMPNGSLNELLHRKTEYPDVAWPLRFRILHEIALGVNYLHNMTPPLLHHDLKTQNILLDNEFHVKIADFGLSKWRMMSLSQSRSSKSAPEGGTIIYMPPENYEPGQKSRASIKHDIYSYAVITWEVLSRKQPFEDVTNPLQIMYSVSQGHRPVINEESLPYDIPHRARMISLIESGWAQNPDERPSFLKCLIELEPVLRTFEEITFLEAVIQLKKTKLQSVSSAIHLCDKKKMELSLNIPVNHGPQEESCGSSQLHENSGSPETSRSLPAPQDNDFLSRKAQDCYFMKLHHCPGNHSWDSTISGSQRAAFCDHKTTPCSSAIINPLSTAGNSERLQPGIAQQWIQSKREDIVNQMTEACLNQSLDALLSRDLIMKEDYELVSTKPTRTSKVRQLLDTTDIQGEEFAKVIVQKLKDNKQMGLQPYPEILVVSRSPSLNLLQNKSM
aDG glyco up = alpha-DG glycosylation activation. activation, % at 10 µM. Pro5-aDG cells, alpha-DG glycosylation AlphaScreen (IIH6); 0% Pro5, 100% B10-LARGE cell signal. 0.22% of 360,000 active. AID 624168;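 active = activation of at least 8% versus controls, or a plate z-score of at least 8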;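 also: Pro5 are CHO cells carrying HIG-tagged alpha-DG that lacks glycosylation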
Vif inh = HIV Vif inhibition; inhibition, % at 7.49 µM; AID 602346; HEK293T cells, Vif self-association by quenched fluorescence, imaging, 24 h; 0.35% of 340,000 active; in the data active = inhibition above about 50%, passing the limit was not always enough; inconclusive = no clear call, values can overlap the other calls; inactive = below about 31%; also: some results filed as inactive read as strong as hits
MC4R barr agon = activates human MC4R beta-arrestin recruitment; activation, % at 8.9 µM; U2OS MC4R beta-arrestin complementation, luminescence; percent of melanotan II response, DMSO zero; 0.98% of 360,000 active; P32245;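 active = activation above a per-plate cutoff, the mean activation of sample wells on that plate plus 3 SD, cut at about 8% in these data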
ABCB6 inh 2 = blocks the human ABCB6 transporter; K562-ABCB6 porphyrin accumulation, flow cytometry, 1 h; stronger effect = lower value; fluorescence ratio to DMSO, % at 10 µM; 0.19% of 360,000 active; AID 602162;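 active = fluorescence ratio to DMSO below 75%, the collection mean minus 3 SD; inconclusive = too few cells collected in the well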;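 also: signal is porphyrin accumulated inside mitochondria; 100% equals median channel fluorescence of DMSO control wells; lower ratio means ABCB6 inhibition with less porphyrin fluorescence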
Granule exo inh = blocks lytic granule exocytosis; inhibition, % at 10 µM; TALL-104 LAMP-1 surface exposure, flow cytometry; cells stimulated with thapsigargin and PMA; 0.66% of 360,000 active;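 active = inhibition above about 55%, limit read from the data; inconclusive = no clear call, values can overlap the other calls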
The depositor's hits bear a star; ? = inconclusive; nt = no result given. This is a subset; the hit share may differ from the screen's.

ABHD5 PLIN5 PPI | Glyco luc inh | TLR9-MyD88 block | MC4R antagonist | NOD2 RIPK2 PPI | aDG glyco up | Vif inh | MC4R barr agon | ABCB6 inh 2 | Granule exo inh | structure
6 | 1 | -4 | 3 | -11 | 0.9 | -16 | -0.2 | 101 | 1 | O=C(COC(=O)COc1ccc(Cl)cc1)Nc1cccnc1Cl
-3 | 4 | 9 | -1 | -7 | 0.0 | -2 | 0.9 | 100 | 0 | CC(C)NC(=O)CC(=O)N/N=C\c1ccccc1C(=O)O
-1 | 1 | 0 | 7 | 1 | -0.1 | 20 | -0.5 | 103 | 2 | C=CCn1c(SCC(C)=O)nnc1-c1ccc2ncccc2c1
-3 | 14 | -8 | 11 | -3 | -0.4 | ? | -0.7 | 98 | 0 | CCOC(=O)C1=C(N)Oc2cc(O)ccc2C1c1cccc([N+](=O)[O-])c1 (configuration not stated)
1 | -2 | -13 | -6 | 0 | 0.3 | -7 | -2.6 | 93 | 1 | Cc1ccc(/C=N/NC(=O)CSc2nc3ccccc3c(=O)n2-c2ccccc2C)s1
0 | 1 | 14 | 4 | 1 | 0.1 | 6 | 0.0 | 97 | 0 | COc1cc2[nH]c(=O)n(Cc3ccc(C(=O)NC4CCCC4)cc3)c(=O)c2cc1OC
4 | -1 | -7 | 0 | -8 | 0.1 | -2 | -2.0 | 99 | 1 | O=C(CC(c1ccccc1)c1cc(Br)ccc1O)N1CCCC1 (configuration not stated)
2 | -2 | -6 | 10 | 6 | 0.0 | 16 | -0.2 | 99 | 42 | CC(C)OP(=O)(c1ccc(N(C)C)cc1)C(O)c1ccc(Br)cc1 (configuration not stated)
-9 | -8 | -5 | 4 | 1 | 1.6 | -7 | -2.5 | 91 | 12 | CN(Cc1ccc(Cl)cc1Cl)C(=O)c1cccc(S(=O)(=O)N2CCN(c3ccccc3)CC2)c1
-3 | 0 | -4 | -1 | -10 | -0.1 | nt | -1.6 | 98 | -1 | Cc1ccc(CNC(=O)c2ccc(NS(=O)(=O)c3c(C)noc3C)cc2)cc1
3 | 1 | 8 | 4 | -6 | -0.1 | 6 | -0.7 | 107 | 4 | CCOC(=O)C1C(=O)C(C(C)=O)C(=O)CC1CC(C)SCC (configuration not stated)
1 | -1 | 0 | 4 | 0 | -0.1 | nt | 1.5 | 98 | -1 | COc1ccc(C2CC(c3ccc(OC)cc3)n3nc(NC(=O)c4cccs4)nc3N2)cc1 (configuration not stated)
6 | 0 | -1 | 0 | -11 | 0.3 | nt | -1.8 | 97 | 0 | COc1ccc(NC(=O)C2CCN(S(=O)(=O)c3cccnc3)CC2)cc1Cl
7 | 2 | -1 | 6 | 3 | -0.2 | -2 | 1.4 | 94 | 0 | Cc1nn(CC#N)c(=O)n1-c1ccccc1
-4 | 1 | -4 | 6 | -2 | 0.1 | 1 | -2.0 | 94 | 11 | COc1cc(/C=C2/C(=O)NN(c3ccc(Cl)cc3)C2=O)cc(Br)c1O
8 | 0 | 1 | 14 | -4 | 0.0 | 15 | 1.6 | 102 | -10 | C=C(C)CSc1nnc(-c2ccccc2)n1N
-2 | 8 | -3 | 12 | 0 | -0.1 | -11 | 0.0 | 105 | 3 | CCOC(=O)c1c(C)c(C(=O)Nc2cc(OC)ccc2OC)c(C)n1CC
-6 | 1 | -2 | 7 | 0 | 0.3 | -4 | -0.2 | 104 | 0 | CC1C(=O)CCN(C(C)C)C1C (configuration not stated)
-1 | 0 | 6 | -2 | -9 | -0.3 | 25 | -2.4 | 102 | -16 | C/C=C/C(=O)OCC(=O)Nc1ccc(SC(F)F)cc1
-1 | -1 | 5 | 2 | -13 | -0.2 | -6 | -2.0 | 87 | -4 | CCC(C)Sc1nc2c(c(=O)n1C)SC(C)C2 (configuration not stated)
-8 | 0 | -3 | -1 | -6 | -0.1 | 13 | 3.0 | 414 | -4 | N#Cc1c(NC(=O)C2CC(c3ccccc3O)=NO2)sc2c1CCC2 (configuration not stated)
-3 | 2 | nt | -2 | -4 | 0.1 | 3 | 2.2 | 105 | -4 | CC(C(=O)O)n1cc(Cl)cn1 (configuration not stated)
-3 | -9 | -3 | 5 | -12 | 0.9 | 15 | -2.0 | 95 | 1 | Cc1ccc(NCC(=O)Nc2cccc(S(=O)(=O)N(C)C)c2)cc1S(=O)(=O)N1CCCCCC1
-5 | 3 | 7 | 6 | -8 | 0.3 | nt | -0.7 | 94 | -2 | CCOc1ccc(S(=O)(=O)Nc2cccc(Cl)c2)cc1
7 | -3 | -5 | -2 | -2 | 0.6 | 3 | 4.7 | 92 | -2 | CCCCCCn1c(CN2CCCCC2C)nc2c1c(=O)n(C)c(=O)n2C (configuration not stated)
-14 | 0 | 3 | -10 | -12 | 0.1 | -4 | 0.7 | 106 | 5 | CN(Nc1cccc(Cl)c1)c1cccc(Cl)c1
-2 | -1 | -19 | -1 | -2 | 0.6 | 10 | -0.2 | 98 | 11 | CCOc1ccccc1CN1CCN(C2CCC2)CC1CCO (configuration not stated)
1 | 0 | -12 | 8 | -7 | -0.4 | 14 | 0.1 | 99 | -4 | Cc1cccc(NC(=S)N2CCN(S(=O)(=O)c3cccc(F)c3)CC2)c1
8 | 1 | 5 | 1 | -8 | -0.1 | 11 | -1.3 | 104 | 5 | O=C(COc1ccccc1)Nc1nnc(-c2ccccc2)o1
0 | 1 | 7 | 1 | 0 | 1.0 | 15 | -0.4 | 101 | 2 | O=C(Cc1cc(=O)[nH]c(=O)[nH]1)NCc1ccc(Cl)cc1
3 | 2 | 1 | 8 | -3 | -0.1 | 2 | -3.2 | 100 | -2 | COc1cccc(CNC(=O)CCSCc2ccccc2F)c1
-1 | 2 | 6 | 15 | 1 | 0.0 | 9 | -2.7 | 95 | 32 | O=C(NC1CCCC1)C(c1cccnc1)N(Cc1ccc(F)cc1)C(=O)c1csnn1 (configuration not stated)
3 | 3 | -14 | 5 | 6 | 0.2 | -2 | -1.1 | 99 | -6 | CC(C)CC(CO)N1CCN(C(=O)c2ccccc2)CCC1=O (configuration not stated)
-5 | 1 | -2 | 19 | -6 | 0.0 | nt | 2.2 | 96 | 13 | Cc1onc(-c2ccccc2Cl)c1C(=O)Nc1ccccc1C(=O)NC(C)C
-2 | 1 | -13 | 2 | 0 | -0.2 | -12 | -1.3 | 93 | -9 | O=C(C(=O)c1ccc(O)cc1)c1ccccc1
-9 | -1 | 0 | 3 | -8 | 0.0 | 19 | -2.3 | 100 | -1 | CC(OC(=O)Cc1c[nH]c2ccccc12)C(=O)NC1CCCCC1C (configuration not stated)
-2 | -2 | -11 | 14 | -12 | -0.2 | -2 | 1.1 | 94 | -2 | Oc1ccccc1C=NC1CCCCC1N=Cc1ccccc1O (configuration not stated)
-6 | 0 | -1 | 3 | -6 | -0.1 | 11 | -2.7 | 96 | -6 | CCOC(=O)C1=C(C)Nc2nc3ccccc3n2C1c1ccncc1 (configuration not stated)
2 | -3 | 3 | -7 | -5 | -0.1 | -7 | -1.4 | 104 | -2 | CC(=O)NNC(=O)CN1C(=O)/C(=C/c2ccccc2)SC1=S
-5 | -1 | -5 | 7 | 1 | -0.2 | 5 | -0.7 | 96 | -8 | O=C(Cn1c(=O)oc2ccccc21)Nc1ccc(F)cc1
-1 | 0 | 1 | 4 | 7 | -0.5 | nt | -0.9 | 94 | -1 | CN(c1ccccc1)S(=O)(=O)c1ccc(C(=O)OCC(=O)N2CCOCC2)cc1
-20 | 2 | -2 | 1 | -1 | -0.1 | 10 | -3.2 | 99 | 0 | O=C(NNC(=S)Nc1ccccc1)Nc1ccccc1
0 | 1 | -4 | 13 | 10 | -0.2 | 4 | 1.3 | 97 | 3 | COc1ccc(CNC(=O)COC(=O)CCOc2ccccc2)cc1
-3 | -1 | 8 | 6 | 3 | 0.1 | -10 | -4.3 | 95 | 2 | COc1ccc(CCNC(=O)CSc2nnc3ccc(-c4ccccn4)nn23)cc1OC
-3 | -1 | 2 | 10 | 2 | 0.0 | -19 | -1.1 | 88 | 0 | Cc1cc(OCC(=O)Nc2cccc(S(=O)(=O)N3CCCC3)c2)ccc1Cl
10 | 0 | 12 | 14 | 4 | 0.7 | -9 | 3.4 | 103 | 2 | C=CCC(CC=C)(NC(=O)c1ccccc1C)c1ccccc1
-4 | 1 | -1 | 9 | -5 | 1.8 | -1 | -1.0 | 95 | -2 | Cc1cccc(NC(=O)C2CCCC2)c1
0 | -2 | 3 | 0 | -17 | -0.1 | nt | -0.2 | 95 | -2 | CCOC(=O)C1C(=O)N(C(=O)c2ccc(OC)cc2)CC1c1ccccc1 (configuration not stated)
-10 | 0 | 6 | 2 | 10 | 0.0 | 2 | -1.1 | 102 | 14 | O=C(O)c1cc2cc(S(=O)(=O)O)ccc2cc1O
10 | 2 | -6 | -2 | -5 | 0.4 | 1 | 4.2 | 91 | -3 | COc1ccc(C(=O)NNC(=O)CSc2nnc(COc3ccccc3OC)n2C)cc1
1 | -5 | -6 | 6 | -1 | 0.1 | -13 | -1.6 | 89 | 9 | Oc1ccc(Nc2nc(-c3ccc(O)cc3)cs2)cc1
3 | 0 | -3 | -1 | 7 | 0.3 | 1 | -1.9 | 102 | -4 | O=C(CCC(=O)N1CCOc2ccccc21)NCCCc1ccccc1
0 | 1 | -4 | 8 | -1 | 0.0 | 1 | 0.4 | 98 | -3 | CC(=O)N1CCC(N(C(=O)Nc2c(F)cccc2F)C(C)C)CC1
4 | 2 | -6 | -13 | 1 | 0.0 | nt | -3.9 | 105 | -12 | S=c1nc2ccccc2c2nc(-c3ccccc3Br)[nH]n12
-1 | -2 | -8 | -3 | 6 | -0.2 | 1 | -4.4 | 98 | -6 | O=C(Nc1ccc(C(F)(F)F)cc1)c1ccccc1-n1cnnn1
-11 | -2 | -1 | -5 | -12 | 0.3 | -3 | -2.5 | 97 | -3 | CCOc1ccc(S(=O)(=O)NCCC(=O)NCCCSc2ccccc2)cc1
9 | -4 | 4 | 11 | 0 | 0.6 | 1 | -1.2 | 99 | 4 | CC(C)(c1cc(Cl)c(O)c(CN2CCOCC2)c1)c1cc(Cl)c(O)c(CN2CCOCC2)c1
-2 | -1 | 6 | 0 | 0 | -0.2 | -2 | -1.0 | 98 | -1 | Cc1c(O)ccc(C(=O)CN2C(=O)c3ccccc3C2=O)c1O
